# Compound activity (PubChem BioAssay)
# CHRM4 PAM: positive allosteric modulators of human muscarinic M4 receptor; 360,000 tested, 0.4% active; activation, % at 3 µM; CHO-K1 hM4/Gqi5, Fluo-8 calcium fluorescence, ACh EC20; 0% = ACh EC20, 100% = maximal ACh; P08173;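 active = activation above its plate's cutoff, the mean activation of sample wells plus 3 SD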; also: some results filed as inactive read as strong as hits
# CRFR2-BP antag: blocks CRF-induced signaling of the CRF-BP/CRF-R2 complex | HEK293 CRF-R2/CRF-BP, CRF-induced calcium fluorescence | inhibition, % at 11.8 µM | 350,000 tested, 0.59% active | AID 588475;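 active = inhibition of the ligand-induced calcium signal above about 50% at the single tested concentration, limit read from the data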
# M5 antag: CHRM5 antagonism in calcium assay | P08912 | CHO-hM5 cells, Fluo-8 calcium fluorescence, ACh EC80 | inhibition, % at 3 µM | 360,000 tested, 0.59% active;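 active = inhibition above a per-plate cutoff, the mean of that plate's test compounds plus 3 SD, cut at about 27% in these data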;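 also: 0% = acetylcholine EC80 with DMSO and 100% = DMSO without agonist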
# Target sequence (P08912 whole entry, looked up): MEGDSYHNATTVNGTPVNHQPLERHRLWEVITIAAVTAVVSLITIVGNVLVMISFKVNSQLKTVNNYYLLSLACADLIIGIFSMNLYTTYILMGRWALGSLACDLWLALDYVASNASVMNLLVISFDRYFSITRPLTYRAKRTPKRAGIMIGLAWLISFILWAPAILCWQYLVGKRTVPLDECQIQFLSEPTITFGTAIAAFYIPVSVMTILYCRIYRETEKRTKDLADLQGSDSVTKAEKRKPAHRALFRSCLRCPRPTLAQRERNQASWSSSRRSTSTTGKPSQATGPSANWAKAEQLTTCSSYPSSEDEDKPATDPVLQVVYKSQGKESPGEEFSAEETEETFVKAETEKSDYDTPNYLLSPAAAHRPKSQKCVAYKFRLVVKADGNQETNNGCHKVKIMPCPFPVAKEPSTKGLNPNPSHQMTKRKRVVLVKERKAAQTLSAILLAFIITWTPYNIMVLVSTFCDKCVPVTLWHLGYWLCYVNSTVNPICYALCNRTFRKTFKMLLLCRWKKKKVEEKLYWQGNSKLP
# M5 ag: agonists of human muscarinic M5 receptor (CHRM5); AID 624037; CHO-K1 hM5 cells, Fluo-8 calcium fluorescence; 0% DMSO wells, 100% maximal acetylcholine response; 360,000 tested, 0.19% active; activation, % at 3 µM;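 active = activation above the run's mean over test compounds plus 3 SD, cut at about 23% in these data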;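 also: signal is peak over basal fluorescence ratio across the kinetic read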
# CHRM4 agonist: CHRM4 agonism in calcium assay. 360,000 tested, 0.14% active. activation, % at 3 µM. AID 624127. CHO-K1 hM4/Gqi5, Fluo-8 calcium fluorescence; vehicle 0%, full acetylcholine response 100%;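 active = activation above the run mean over all test wells plus 3 SD, cut at about 32% in these data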;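 also: peak over basal fluorescence ratio per well then scaled between controls; 0% = DMSO wells and 100% = acetylcholine at EC100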
# CHRM1 PAM: human CHRM1 positive allosteric modulation; P11229; CHO-K1 hM1, Fluo-8 calcium fluorescence, ACh EC20; 0% = ACh EC20, 100% = maximal ACh; activation, % at 3 µM; 360,000 tested, 0.088% active; AID 588819; in the data active = activation above about 19%, passing the limit was not always enough
# Target sequence (P11229 whole entry, looked up): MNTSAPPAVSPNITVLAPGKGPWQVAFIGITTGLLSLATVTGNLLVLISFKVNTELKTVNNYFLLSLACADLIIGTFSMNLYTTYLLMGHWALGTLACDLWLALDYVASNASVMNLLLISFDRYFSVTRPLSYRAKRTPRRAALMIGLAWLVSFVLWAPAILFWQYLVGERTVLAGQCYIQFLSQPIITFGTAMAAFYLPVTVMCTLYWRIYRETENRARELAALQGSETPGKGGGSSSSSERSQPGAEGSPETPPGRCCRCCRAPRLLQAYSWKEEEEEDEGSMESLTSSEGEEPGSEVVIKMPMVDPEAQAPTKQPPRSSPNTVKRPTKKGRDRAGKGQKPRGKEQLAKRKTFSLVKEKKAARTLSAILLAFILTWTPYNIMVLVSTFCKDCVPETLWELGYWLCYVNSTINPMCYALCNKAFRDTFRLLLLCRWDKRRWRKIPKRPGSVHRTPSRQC
# CRFBP-R2 agonist: CRF-BP/CRF-R2 complex agonism; AID 588473; 350,000 tested, 0.46% active; activation, % at 13.2 µM; HEK293 CRF-R2/CRF-BP, calcium dye fluorescence (FLIPR); percent of saturating CRF peptide response;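 active = activation of at least 50%, plus an integration ratio under a set limit after plate pattern correction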;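 also: plate controls were neutral control wells without compound for no effect and CRF at EC100 for full effect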
# CHRM4 antagonist: CHRM4 antagonism in calcium assay; AID 624125; CHO-hM4 cells, ACh EC80, Fluo-8 calcium fluorescence; 360,000 tested, 0.73% active; inhibition, % at 3 µM;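 active = inhibition above its plate's cutoff, the mean inhibition of sample wells plus 3 SD, cut at about 27% in these data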;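 also: 0% = acetylcholine EC80 with DMSO and 100% = DMSO without agonist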
# M5 PAM: CHRM5 positive allosteric modulation | P08912 | CHO-K1 hM5, Fluo-8 calcium, ACh EC20 PAM; 0% = ACh EC20, 100% = ACh EC100 | activation, % at 3 µM | 360,000 tested, 0.3% active | AID 624038;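 active = activation above the run cutoff, the mean activation of all test compounds plus 3 SD, cut at about 18% in these data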
#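 System – CHO-K1 hM5 cells · Compound – 3 µM, single dose · Incubation – compound preincubation 140 s before EC20 acetylcholine addition · Technique – Fluo-8 calcium fluorescence · Measure – Max/basal fluorescence ratio as % of EC20–EC100 ACh window · Benchmarks – low control EC20 acetylcholine (0%), high control EC100 acetylcholine (100%) · Replication – singlicate, one well per test compound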
# * = called active by the depositor; / = not tested or not shown. Rows were taken by chance; 2.6% or so of the library scored in one or more.
SMILES,CHRM4 PAM,CRFR2-BP antag,M5 antag,M5 ag,CHRM4 agonist,CHRM1 PAM,CRFBP-R2 agonist,CHRM4 antagonist,M5 PAM
O=C(O)c1cc([N+](=O)[O-])cc([N+](=O)[O-])c1N1CCN(c2cccc(C(F)(F)F)c2)CC1,5,20,-4,-1,1,-2,-1.7,-13,2
Cc1ccc(S(=O)(=O)NCC(=O)OCC(=O)N2C(C)CCCC2C)cc1 (configuration not stated),5,4,-3,5,1,6,-2.2,-1,6
Cc1ccc(NC(=O)CC(O)(C(F)(F)F)C(F)(F)F)cc1,-3,29,6,0,6,-3,12,0,-14
NS(=O)(=O)c1cccc(NC(=O)CSc2nnc(C3CC3)n2Cc2ccccc2)c1,4,7,1,3,1,21,0.8,-3,7
Cc1ccc(NC(=O)[C@@H]2CCCN2S(=O)(=O)c2ccccc2F)cc1S(=O)(=O)N1CCOCC1,0,0,-3,-3,2,2,-4.2,0,2
O=C(N/N=C/c1ccc(Br)o1)/C(=C/c1ccc([N+](=O)[O-])cc1)NC(=O)c1ccccc1,0,10,3,1,0,-4,-0.4,1,-5
O=C(COc1ccc(Br)cc1)Nc1ccccc1C(=O)NC1CC1,4,7,5,-1,0,2,-1.0,-5,5
O=C(O)C1CCC(=O)N1C(=O)OCc1ccccc1 (configuration not stated),1,-12,4,1,0,12,3.2,2,1
O=C(CN1C(=O)NC(c2ccc(F)cc2)C1=O)Nc1ccc2c(c1)OCCO2 (configuration not stated),-4,-18,9,1,0,-3,-0.5,2,-5
CCOC(=O)Cn1c(=O)oc2cc(S(=O)(=O)N(C)c3ccc(OC)cc3)ccc21,-7,5,0,2,7,2,-1.0,-2,-3
Cc1csc2c(N3CCN(C(=S)Nc4ccc(F)cc4F)CC3)ncnc12,-34,0,29*,5,15,-15,-0.6,-18,-30
COc1ccc(C(=S)Nc2ccc(N(C)C)cc2)cc1,2,20,4,-11,2,8,-1.1,-10,-1
CCCc1cc(=O)n2c(nc3ccccc32)[nH]1,14,5,-8,-2,2,12,-0.9,-1,-12
CCOC(=O)N=Nc1c(O)n(C)c2ccccc12,0,8,-1,2,0,10,-2.3,0,-1
COc1cc(/C=N/N(C)S(=O)(=O)c2ccc(C)cc2)cc([N+](=O)[O-])c1O,-8,32,7,0,0,1,-3.5,2,-3
CN(C)CCn1cnc2c(c1=N)C(c1ccccc1)c1ccc3ccccc3c1O2 (configuration not stated),-10,-8,20,-5,3,0,7.6,8,-5
COc1ccc(Cc2nnc(NN)[nH]c2=O)cc1OC,-4,-11,12,-2,0,0,0.2,1,-5
FC(F)(F)c1ccccc1NC(=S)N1CCN(c2ccccn2)CC1,-1,4,4,-3,1,6,0.8,4,1
Oc1ccc(N2CCN(Cc3c(-c4ccccc4)nc4ccccn34)CC2)cc1,-13,1,-9,-1,1,1,0.6,11,0
C/C=C/c1cnc2c(c1)C(=O)N([C@H](C)CO)C[C@@H](C)[C@@H](CN(C)C(=O)NC1CCCC1)O2,5,6,4,0,1,-1,-0.3,-5,0
COC(=O)Cc1c(C)nc2nc[nH]n2c1=O,11,-9,2,-1,1,4,1.2,4,-1
CCOc1cccc(N(C(=O)CCC(=O)Nc2cc(C)on2)C(C(=O)NC(C)(C)C)c2ccc(OC)cc2)c1 (configuration not stated),3,-9,11,-2,3,13,1.2,1,-3
CCCCn1nc(C(=O)Nc2cc(S(=O)(=O)N(C)C)ccc2C)c2ccccc2c1=O,8,5,9,1,0,9,-1.6,-4,-2
CCCN1Cc2cccc(C(=O)Nc3ccc(OC)c(OC)c3)c2C1=O,6,25,1,1,1,1,-1.9,-5,4

# Arranged by value in CHRM4 PAM (ascending): five of the compounds above.
SMILES,CHRM4 PAM,CRFR2-BP antag,M5 antag,M5 ag,CHRM4 agonist,CHRM1 PAM,CRFBP-R2 agonist,CHRM4 antagonist,M5 PAM
CN(C)CCn1cnc2c(c1=N)C(c1ccccc1)c1ccc3ccccc3c1O2 (configuration not stated),-10,-8,20,-5,3,0,7.6,8,-5
O=C(CN1C(=O)NC(c2ccc(F)cc2)C1=O)Nc1ccc2c(c1)OCCO2 (configuration not stated),-4,-18,9,1,0,-3,-0.5,2,-5
CCOC(=O)N=Nc1c(O)n(C)c2ccccc12,0,8,-1,2,0,10,-2.3,0,-1
NS(=O)(=O)c1cccc(NC(=O)CSc2nnc(C3CC3)n2Cc2ccccc2)c1,4,7,1,3,1,21,0.8,-3,7
CCCc1cc(=O)n2c(nc3ccccc32)[nH]1,14,5,-8,-2,2,12,-0.9,-1,-12

# Printed as active in M5 antag, among the entries above:
SMILES,CHRM4 PAM,CRFR2-BP antag,M5 antag,M5 ag,CHRM4 agonist,CHRM1 PAM,CRFBP-R2 agonist,CHRM4 antagonist,M5 PAM
Cc1csc2c(N3CCN(C(=S)Nc4ccc(F)cc4F)CC3)ncnc12,-34,0,29*,5,15,-15,-0.6,-18,-30

# More results follow.
SMILES,CHRM4 PAM,CRFR2-BP antag,M5 antag,M5 ag,CHRM4 agonist,CHRM1 PAM,CRFBP-R2 agonist,CHRM4 antagonist,M5 PAM
CCN(CC)C(=O)CSc1nnnn1-c1ccc(F)c(Cl)c1,3,-2,10,-5,1,6,1.9,-4,-4
CCCCOc1ccc(-c2cnc3ccccc3n2)cc1,11,-21,-8,-1,0,0,6.3,-4,5
COC(=O)C1(C)NC(c2ccc(O)cc2)C2C(=O)N(c3ccccc3)C(=O)C21 (configuration not stated),-5,2,1,1,1,6,-0.4,-4,-4
COc1ccc(CC(=O)NC(C)c2nnc(SCC(=O)Nc3nc(C)cs3)n2C)cc1 (configuration not stated),12,2,-9,3,0,9,-1.2,1,9
O=C(Nc1cc(Cl)ccn1)C1CCN(S(=O)(=O)c2cccs2)CC1,-1,-3,3,-4,4,2,-0.1,-5,-7
O=C(CSc1nnnn1C1CC1)Nc1cc(S(=O)(=O)N2CCCC2)ccc1Cl,-5,10,-7,1,1,0,-5.0,-6,-3
CC(=O)c1cccc(N(CC(=O)NC2CCCC2)C(=O)CNC(=O)c2cccs2)c1,-3,-27,20,-3,1,12,0.3,4,-4
CCc1nnc(NC(=O)CSc2nnnn2-c2cccc(C(=O)OC)c2)s1,17,2,-8,0,0,7,-1.1,-10,5
Cc1cc(C(=O)NNC(=S)NCC(C)C)no1,-6,0,4,-3,0,1,-0.3,8,-7
Cc1cccc(C(=O)Nc2sc(-c3ccccc3)cc2C(=O)O)c1,3,58*,8,-6,1,-1,-5.2,18,-2
COc1ccc(NC(=O)NNC(=O)c2ccc(-c3ccccc3)cc2)cc1,-1,20,-7,-2,1,6,-0.4,4,5
COc1cc(/C=N/NC(=O)c2cccs2)ccc1O,4,2,9,0,0,2,-3.1,-1,1

# Pulled by compound from above (two):
SMILES,CHRM4 PAM,CRFR2-BP antag,M5 antag,M5 ag,CHRM4 agonist,CHRM1 PAM,CRFBP-R2 agonist,CHRM4 antagonist,M5 PAM
CC(=O)c1cccc(N(CC(=O)NC2CCCC2)C(=O)CNC(=O)c2cccs2)c1,-3,-27,20,-3,1,12,0.3,4,-4
COc1ccc(CC(=O)NC(C)c2nnc(SCC(=O)Nc3nc(C)cs3)n2C)cc1 (configuration not stated),12,2,-9,3,0,9,-1.2,1,9

# Further results.
SMILES,CHRM4 PAM,CRFR2-BP antag,M5 antag,M5 ag,CHRM4 agonist,CHRM1 PAM,CRFBP-R2 agonist,CHRM4 antagonist,M5 PAM
COc1ccc(CN2C[C@@H](CO)O[C@@H](n3cnc4c(N(C)C)ncnc43)C2)cc1,-1,/,1,1,1,6,/,0,-5
CC(=Nc1cc(C(=O)c2ccccc2)ccc1N)C1=C(O)CC(C)(C)CC1=O,3,-4,-12,4,2,-3,0.1,-4,1
CCN(CC)S(=O)(=O)c1ccc2c(c1)nc(CCC(=O)Nc1ccc3c(c1)OCO3)n2C,0,1,-7,-5,7,4,-2.2,-15,-2
COc1cccc2sc(Nc3nc4ccc(NC(C)=O)cc4s3)nc12,-3,11,3,2,8,-5,0.6,-11,-7
COc1cc(Cl)c(C)cc1NC(=O)CN(C)C1CCS(=O)(=O)C1 (configuration not stated),2,-3,12,-1,1,18,0.0,3,2
NC1(C(=O)O)CCCCC1c1ccccc1 (configuration not stated),8,-14,17,1,0,16,1.5,-12,0
Nc1ccc(CCS(N)(=O)=O)cc1,5,-22,-9,-2,1,10,2.5,1,2
CC(C)(C)N1C(=O)c2ccccc2NC(=O)C1C(=O)Nc1ccc2c(c1)OCCO2 (configuration not stated),6,/,5,0,4,/,/,1,-2
CC(C)[Si]1(C(C)C)OCC2OC(n3cnc4c(N)ncnc43)C(N)C2O[Si](C(C)C)(C(C)C)O1 (configuration not stated),11,-28,17,0,2,18,2.1,-2,0
COC(=O)/C(=N\OCc1ccc(C#N)cc1)c1c(C)nn(C)c1C,-2,-3,14,-2,0,15,-0.1,2,-2
O=C(Nc1cccc2c1CCCC2)c1ccccc1Br,1,5,-1,-3,0,4,0.5,-7,3
COc1ccc(OC)c(C(=O)c2ccc(Cl)cc2)c1,-7,18,10,0,4,-1,0.4,-5,-1

# Grouped by structure: those above containing a tert-butyl group (two)
SMILES,CHRM4 PAM,CRFR2-BP antag,M5 antag,M5 ag,CHRM4 agonist,CHRM1 PAM,CRFBP-R2 agonist,CHRM4 antagonist,M5 PAM
CCOc1cccc(N(C(=O)CCC(=O)Nc2cc(C)on2)C(C(=O)NC(C)(C)C)c2ccc(OC)cc2)c1 (configuration not stated),3,-9,11,-2,3,13,1.2,1,-3
CC(C)(C)N1C(=O)c2ccccc2NC(=O)C1C(=O)Nc1ccc2c(c1)OCCO2 (configuration not stated),6,/,5,0,4,/,/,1,-2

# Following part.
SMILES,CHRM4 PAM,CRFR2-BP antag,M5 antag,M5 ag,CHRM4 agonist,CHRM1 PAM,CRFBP-R2 agonist,CHRM4 antagonist,M5 PAM
CCn1cc(CNC(=O)c2cccc([N+](=O)[O-])c2)c(C)n1,4,4,4,-2,1,2,0.1,3,1
O=C(COc1ccc2c3c(c(=O)oc2c1)CCCC3)NCc1ccccn1,1,-6,4,-7,4,-2,-1.6,4,1
C(#Cc1ccc(C#CCN2CCOCC2)cc1)CN1CCOCC1,-1,4,-9,5,2,10,0.2,1,5
NS(=O)(=O)c1cccc(NC(=O)COc2ncnc3c2cnn3-c2ccccc2)c1,-6,8,3,4,1,5,-0.2,4,6
COCc1c(C(=O)OCc2nnc(-c3ccc([N+](=O)[O-])cc3)o2)oc2ccccc12,1,13,11,-2,5,-9,-0.4,-5,-8
CCOc1ccccc1N(C)C(=O)c1cn(CC)c(=O)c2cc(OC)c(OC)cc12,1,6,2,0,0,9,-1.4,7,7
